Screening data as filed in PubChem.
Nrf2 ARE act: Nrf2 pathway activation. AREc32 ARE-luciferase reporter (MCF7-derived line), luminescence, 24 h. Potency, µM (highest dose often 46.1 µM), for inactives: at the highest dose activation, actives largely listed as activators. 410,000 compounds, 0.31% hits. AID 624171; note: potency is the fitted concentration of half-maximal effect; % of control where 0% means no effect; nearly all actives have a fitted effect of over 65% in size
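AREc32_Fluc, 1000 cells/well, OPTI-MEM + 5% FBS, o/n 37 deg C 5% CO2; 23 nL cpd by pin tool, 24 hr; Steady-Glo 30 min RT, luminescence.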
CCT modulator: changes cytosolic chaperonin activity | purified chaperonin ATPase assay, HTRF ADP detection, 30 min | 360,000 compounds, 0.3% hits | activity change, % (no concentration beside the values), hits read low | AID 651819; in the data active = activity change below about -30%; note: % is set by controls: 0 for no effect and ±100 for the full control effect
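TRiC at 40 or 20 nM final (batch-dependent) in 30 mM Tris pH 7.4, 100 mM KCl, 5 mM MgCl2, 1 mM DTT, with compound at single 76 uM and 10 uM ATP, 30 min at 37 deg C. ADP detected by HTRF Transcreener, 665/615 ratio.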
Akt phos inh: blocks phosphorylation of Akt; Neuro2A IGF-stimulated pAkt S473 HTRF, 20 min; stronger effect = lower value; activity change, % for hits at 50 µM; 360,000 compounds, 0.32% hits; in the data active = activity change below about -80%; inconclusive = mostly about -51% to -80%; note: % is set by controls: 0 for no effect and ±100 for the full control effect
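Neuro2A cells in DMEM with 0.5% FBS, overnight at 37 deg C, given compound at single 50 µM final, then IGF (6 nM final) for 20 min at 37 deg C. Lysed; phospho-Akt Ser473 by HTRF after 24 h, 665/615 ratio.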
HepG2 viability: counter-screen for TGF-b inhibitors: cytotoxicity in HepG2 cells | 410,000 compounds, 0.76% hits | Potency, µM (series often up to 46.1 µM), for the others: top-dose activity change, negative = cytotoxicity, hits mostly cytotoxic | HepG2 CAGA-GFP viability, ATP luminescence, 18 h; note: potency is the fitted concentration of half-maximal effect; some results filed as inactive show a strong effect at the top dose
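CellTiter-Glo luminescence gave cytotoxicity after 18 hours at 37 degrees C. The cells were HepG2 CAGA-GFP in 1% FBS DMEM, stimulated with 500 pg/mL TGF-beta after compound addition. %Activity was normalised to no-cell wells (complete cell-killing) and DMSO (no toxicity), and curves were fitted and classified.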
TGFb SMAD3 inh: blocks TGF-b signaling; Potency, µM (highest dose often 46.1 µM), for inactives: at the top dose activity, negative = inhibition, actives largely listed as inhibitors; HepG2 CAGA-GFP TGF-b/SMAD3 reporter, GFP fluorescence, 18 h; TGF-beta stimulated, 500 pg/mL final; 410,000 compounds, 1.2% hits; note: potency is the fitted concentration of half-maximal effect; % is set by controls: 0 for no effect and ±100 for the full control effect; nearly all actives have a fitted effect of over 65% in size
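HEPG2 CAGA-GFP, 1000 cells/well; 2 h settle, 37 C; cpd via pin tool; TGF-b 500 pg/mL final; 18 h, 37 C; GFP imaging ex488/em500-530; %Activity normalised to -TGF-b and +DMSO controls; CRC fit, curve class.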
S2 tox: cell viability loss in ATXN counter-screen | S2 cells (HEK-293 line with an ATXN2-luciferase reporter) viability, CellTiter-Fluor protease fluorescence, 24 h | Potency, µM (titrated, usually from 56.7 µM), most hits filed as cytotoxic | 400,000 compounds, 0.49% hits | AID 651635; note: potency is the fitted concentration of half-maximal effect; nearly all actives have a fitted effect of over 40% in size
* hit, by the source's call; i = inactive; ? = inconclusive; · = not tested or not shown. Unless noted, calls come from the whole dose curve; as a rule, active = well fitted curve in the direction sought with a large enough effect; inconclusive = small, poorly fitted or top-dose-only effect, or another doubt; inactive = no such curve, though single readings can be large; an effect the other way counts as inactive or inconclusive.

Abbreviations – A = Nrf2 ARE act; B = CCT modulator; C = Akt phos inh; D = HepG2 viability; E = TGFb SMAD3 inh; F = S2 tox
COc1cc2c(cc1OC)C(C(C(=O)N(CCc1ccc(OC)c(OC)c1OC)CCc1ccc(OC)c(OC)c1OC)c1ccccc1)=NCC2 (stereo not given)
  A = ·; B = ·; C = ·; D = -30%; E = -19%; F = i
CCOC(=O)c1c(N)sc2c1CCN(Cc1ccccc1)C2
  A = ·; B = ·; C = ·; D = -3%; E = 7%; F = i
COc1ccc(Cc2cnc(N)nc2N)cc1OC
  A = ·; B = ·; C = ·; D = -4%; E = 13%; F = i
C=C1C(=O)OC2C1CCC(C)=CCCC1(C)OC21 (stereo not given)
  A = ?; B = -1.1; C = i; D = ·; E = ·; F = ·
COC(=O)c1cccc(OCCCN2CCC(C(O)(c3ccccc3)c3ccccc3)CC2)c1
  A = -2.1%; B = -1.0; C = i; D = ·; E = ·; F = ·
CCOC(=O)[C@]12CCC=C1N(Cc1cccc3ccccc13)C(=O)[C@H](CC(=O)NCc1ccc(OC)c(OC)c1)C2
  A = 4.4%; B = -0.3; C = i; D = ·; E = ·; F = ·
Cc1ccc2nc(-c3ccccc3)c(Cc3cccc(F)c3)n2c1
  A = 11%; B = 0.5; C = i; D = ·; E = ·; F = ·
CCCCn1nnnc1C(c1cc2ccccc2o1)N(CCN(C)C)Cc1ccccc1 (stereo not given)
  A = 11%; B = -1.6; C = i; D = ·; E = ·; F = ·
COc1ccc(CCN2C(=O)COc3ccccc3C2C(=O)Nc2ccc3c(c2)OCCO3)cc1OC (stereo not given)
  A = -0.7%; B = 1.3; C = i; D = ·; E = ·; F = ·
CCCCCc1c(-c2ccc(Cl)cc2)ncn1CCc1ccccc1OC
  A = -0.5%; B = -1.3; C = i; D = ·; E = ·; F = ·

Three compounds from above, arranged by the number in Nrf2 ARE act, highest first.
Compound | Nrf2 ARE act | CCT modulator | Akt phos inh
CCCCn1nnnc1C(c1cc2ccccc2o1)N(CCN(C)C)Cc1ccccc1 (stereo not given) | 11% | -1.6 | i
CCOC(=O)[C@]12CCC=C1N(Cc1cccc3ccccc13)C(=O)[C@H](CC(=O)NCc1ccc(OC)c(OC)c1)C2 | 4.4% | -0.3 | i
COC(=O)c1cccc(OCCCN2CCC(C(O)(c3ccccc3)c3ccccc3)CC2)c1 | -2.1% | -1.0 | i

Profiles from above. Order of values: Nrf2 ARE act | CCT modulator | Akt phos inh | HepG2 viability | TGFb SMAD3 inh | S2 tox
CCOC(=O)c1c(N)sc2c1CCN(Cc1ccccc1)C2 as listed: · | · | · | -3% | 7% | i
CCCCCc1c(-c2ccc(Cl)cc2)ncn1CCc1ccccc1OC as listed: -0.5% | -1.3 | i | · | · | ·

Some of the entries so far, with each value named:
compound: COC(=O)c1cccc(OCCCN2CCC(C(O)(c3ccccc3)c3ccccc3)CC2)c1
  Nrf2 ARE act = -2.1%
  CCT modulator = -1.0
  Akt phos inh = i
  HepG2 viability = ·
  TGFb SMAD3 inh = ·
  S2 tox = ·
compound: CCOC(=O)[C@]12CCC=C1N(Cc1cccc3ccccc13)C(=O)[C@H](CC(=O)NCc1ccc(OC)c(OC)c1)C2
  Nrf2 ARE act = 4.4%
  CCT modulator = -0.3
  Akt phos inh = i
  HepG2 viability = ·
  TGFb SMAD3 inh = ·
  S2 tox = ·
compound: Cc1ccc2nc(-c3ccccc3)c(Cc3cccc(F)c3)n2c1
  Nrf2 ARE act = 11%
  CCT modulator = 0.5
  Akt phos inh = i
  HepG2 viability = ·
  TGFb SMAD3 inh = ·
  S2 tox = ·

Other records:
Abbreviations – A = Nrf2 ARE act; B = CCT modulator; C = Akt phos inh; D = HepG2 viability; E = TGFb SMAD3 inh; F = S2 tox
CC(=O)C(=Cc1ccc(-c2ccccc2)cc1)C(=O)c1ccccc1
  A = -3.0%; B = -0.3; C = i; D = ·; E = ·; F = ·
CCCCCc1c(-c2cccc(Br)c2)ncn1CCc1ccccc1OC
  A = 0.0%; B = -2.1; C = i; D = ·; E = ·; F = ·
CCCCCCCCN1C(=O)[C@H](CC(=O)NCC2CCCCC2)C[C@@]2(C(=O)OC)CCCCC=C12
  A = -1.6%; B = 1.7; C = i; D = ·; E = ·; F = ·
COC(=O)[C@]12CCCCC=C1N(Cc1ccc(Cl)cc1Cl)C(=O)[C@H](CC(=O)NCc1ccc(OC)c(OC)c1)C2
  A = 3.9%; B = -0.5; C = i; D = ·; E = ·; F = ·
CCNc1nc(-c2sc(NC(=O)C(C)(C)C)nc2C)c(-n2cc(-c3ccccc3)nn2)s1
  A = -3.2%; B = 1.3; C = i; D = ·; E = ·; F = ·

Not all compounds are listed; the hit share may differ from the screen's.
